IL-1B inflam inh – qHTS for Inhibitors of Inflammasome Signaling: IL-1-beta AlphaLISA Primary Screen | actives 4.7% (n = 360,000) | THP-1 LPS/ATP IL-1B secretion, AlphaLISA, 16 h; hits give low values | activity change, % at 57.5 µM; in the data active = activity change below about -50%; inconclusive = mostly about -30% to -49%; also: % is scaled to controls: 0 for no effect and ±100 for the full control effect
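Secreted IL-1B measured by AlphaLISA bead assay after 16 h compound exposure of THP-1 cells; compounds (final up to 57.5 uM) added 1 h before LPS (250 ng/mL) and ATP (1.25 mM) stimulation; lower signal means less secretion.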
S2 tox – Viability Counterscreen for Primary qHTS for Inhibitors of ATXN expression | Potency, µM (titrated, usually from 56.7 µM), most hits filed as cytotoxic | AID 651635, 2014 | S2 cells (HEK-293 line with an ATXN2-luciferase reporter) viability, CellTiter-Fluor protease fluorescence, 24 h | actives 0.49% (n = 400,000); also: potency is read from the fitted curve at half-maximal effect; nearly all actives have a fitted effect of over 40% in size
A549 viability – Nrf2 qHTS screen for inhibitors: counterscreen for cytotoxicity. A549 ARE-Fluc cells, CellTiter-Fluor viability, 18-24 h. Potency, µM (titrated, usually from 46 µM), without a hit: at the highest dose activity change, negative = cytotoxicity, most hits filed as inhibitors. actives 0.16% (n = 390,000). AID 504648, 2011; also: potency is read from the fitted curve at half-maximal effect; % is scaled to controls: 0 for no effect and ±100 for the full control effect
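A549 ARE_Fluc cells in 5% FBS OPTI-MEM were exposed to compounds in concentration-response for 18-24 h at 37 deg C. Viability was read by CellTiter-Fluor fluorescence (Ex 405/Em 525) after 30 min, before the luciferase read.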
TGFb SMAD3 inh – qHTS for Inhibitors of TGF-b; HepG2 CAGA-GFP TGF-b/SMAD3 reporter, GFP fluorescence, 18 h; TGF-beta stimulated, 500 pg/mL final; Potency, µM (highest dose often 46.1 µM), for the others: top-dose activity, negative = inhibition, usual class: inhibitors; actives 1.2% (n = 410,000); also: potency is read from the fitted curve at half-maximal effect; % is scaled to controls: 0 for no effect and ±100 for the full control effect; nearly all actives have a fitted effect of over 65% in size
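Using HEPG2 CAGA-GFP reporter cells at 1000 cells/well, we pinned test compounds, stimulated with recombinant TGF-beta (500 pg/mL final) and measured total well GFP after 18 h.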
Nrf2 block – Nrf2 qHTS screen for inhibitors; A549 ARE-Fluc reporter, luciferase luminescence, 18-24 h; actives 2.1% (n = 360,000); Potency, µM (highest dose often 46 µM), inactives show at the top dose activity change, negative = inhibition, usual class: inhibitors; AID 504444, 2011; also: potency is read from the fitted curve at half-maximal effect; % is scaled to controls: 0 for no effect and ±100 for the full control effect; nearly all actives have a fitted effect of over 60% in size
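Quantitative HTS in A549 cells stably bearing an antioxidant response element-firefly luciferase construct. Inhibition of Nrf2-driven transcription was scored by luminescence after 18-24 h of compound exposure at 37 °C.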
MCF10A rereplic – A quantitative high throughput screen for small molecules that induce DNA re-replication in MCF 10a normal breast cells. MCF 10A DNA re-replication, Hoechst nuclear intensity, 48 h. Potency, µM (doses to about 46.1 µM), for inactives: at the top dose activity, positive = re-replication, usual class: activators. actives 2.9% (n = 350,000); also: potency is read from the fitted curve at half-maximal effect; % of control where 0% means no effect; nearly all actives have a fitted effect of over 50% in size
HepG2 tox – qHTS for Inhibitors of TGF-b: Cytotox Counterscreen | HepG2 CAGA-GFP viability, ATP luminescence, 18 h | Potency, µM (titrated, usually from 46.1 µM), for the others: top-dose activity change, negative = cytotoxicity, usual class: cytotoxic | actives 0.76% (n = 410,000); also: potency is read from the fitted curve at half-maximal effect; some results filed as inactive show a strong effect at the top dose
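HepG2 CAGA-GFP cells (1000/well, DMEM with 1% FBS) received compound, then TGF-beta at 500 pg/mL final, and were incubated 18 hours at 37 degrees C. Viability was read by CellTiter-Glo luminescence. Media-only wells were set as complete cell-killing and DMSO as no toxicity.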
Nrf2 activator – qHTS of Nrf2 Activators; AREc32 ARE-luciferase reporter (MCF7-derived line), luminescence, 24 h; AID 624171, 2012; Potency, µM (top dose mostly 46.1 µM), inactives show at the top dose activation, usual class: activators; actives 0.31% (n = 410,000); also: potency is read from the fitted curve at half-maximal effect; % of control where 0% means no effect; nearly all actives have a fitted effect of over 65% in size
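AREc32 cells carrying an ARE-driven firefly luciferase, 1000 cells/well in OPTI-MEM with 5% FBS, dosed after overnight attachment and incubated 24 hr at 37 deg C. Steady-Glo luminescence read after 30 min at RT.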
ATXN2 expr inh – Primary qHTS for Inhibitors of ATXN expression; Potency, µM (series often up to 57 µM), without a hit: at the highest dose activity change, negative = inhibition, actives largely listed as inhibitors; HEK-293 ATXN2-luciferase reporter, luminescence, 24 h; actives 0.72% (n = 360,000); also: potency is read from the fitted curve at half-maximal effect; % is scaled to controls: 0 for no effect and ±100 for the full control effect; nearly all actives have a fitted effect of over 55% in size
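qHTS (up to 57 uM final) was run with 24 h compound exposure of reporter cells at 37 °C. Each well was multiplexed: SteadyGlo luminescence measured ATXN2-luciferase expression after a fluorogenic Gly-Phe-AFC viability readout (25 uM final).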
* marks the source's active call; other numbers are inactive results; i = inactive; ? = inconclusive; / = no result given; & = joins results of further samples; [ ] = dose if it differs, or a comment. Unless noted, calls follow the shape of the dose curve; as a rule, active = well fitted curve in the direction sought with a large enough effect; inconclusive = small, poorly fitted or top-dose-only effect, or another doubt; inactive = no such curve, though single readings can be large; an effect the other way counts as inactive or inconclusive.

SMILES | IL-1B inflam inh | S2 tox | A549 viability | TGFb SMAD3 inh | Nrf2 block | MCF10A rereplic | HepG2 tox | Nrf2 activator | ATXN2 expr inh
Cc1ccc2oc(C(=O)NCc3ccc4c(c3)OCO4)c(C)c2c1 | -4 | i | -9% | -21% | / | 9% | -37% | -0.3% | 35%[activator]
O=C(Nc1ccc(S(=O)(=O)N2CCCC2)cc1)c1ccc(OCC2CCCO2)cc1 (stereo unspecified) | -11 | i | -18% | -11% | ? | 14% | -8% | 0.4% | -19%
COc1cccc(Nc2ccc3cc(S(=O)(=O)N4CCC(C)CC4)ccc3n2)c1 | / | ? | -14% | ? | ? | / | -30% | -0.4% | -31%
Cc1cccc(Nc2cc(C)nc(-n3nc(C)cc3C)n2)c1 | / | / | 0% | ? | / | / | -35% | -0.2% | /
COc1ccc(C(=O)OCc2ccccc2F)cc1S(=O)(=O)N1CCCC1 | -9 | i | 0% | -6% | -20% | 4% | -19% | -0.3% | -1%
C=CCNC(=O)C1(S(=O)(=O)c2ccccc2)CC=CC1 | -1 | i | -5% | 14% | 1% | -18% | -8% | -0.5% | 10%
COCc1c(C#N)c(NCCc2ccc(F)cc2)nc(C)c1[N+](=O)[O-] | 19 | i | 5% | 5% | -9% | ? | -1% | 0.5% | -17%
CCSc1ncccc1-c1nc2ccccc2[nH]1 | -3 | i | 3% | -17% | 22% | 2% | -3% | 0.4% | 40%[activator]
CN(C)c1ccc(N=Nc2cccc3ccoc23)cc1 | -18 | ? | -19% | ? | ? | -4% | -20% | 6.6% | /
O=C(Nc1ccccc1[N+](=O)[O-])c1cncc(Br)c1 | 0 | i | -1% | 1% | 5% | ? | -16% | ? | 4%
C/C(=N\Nc1cc(N2CCOCC2)nc(C)n1)c1cccc([N+](=O)[O-])c1 | -16 | i | 12% | -10% | 17% | -14% | -15% | 7.1% | ?
CCn1c(S(=O)(=O)O)nc2ccccc21 | 5 | i | 0% | 5% | 2% | 0% | 1% | 0.4% | 5%
COc1ccc(/C=C(/C#N)C(=O)Nc2cccc(C)c2C)cc1C(=O)O | -7 | i | -4% | 31%[activator] | 0% | 1% | 29% | 2.4% | -7%
Cc1nnc(NCCN2CCOCC2)[nH]c1=O | -2 | i | 4% | 12% | -3% | 0% | 9% | 0.1% | -7%
COc1cc(S(=O)(=O)n2ccc(C)n2)ccc1Cl | -25 | i | 4% | 26% | 0% | -22% | -7% | -0.4% | -3%
CCc1cccc(NS(=O)(=O)c2ccc(-n3cccn3)cc2)c1 | -11 | i | 13%&6% | ? | ? | 9% | -7%&-25% | 2.0%&1.3% | ?
c1cncc(CNc2ncn[nH]2)c1 | 18 | i | 0% | 20% | 9% | 0% | 0% | 0.5% | 4%
Cc1cc2n(n1)C(c1ccsc1)Nc1ccccc1-2 (stereo unspecified) | -10 | i | 0% | 11% | 7% | 5% | -29% | 24% | 2%
Cn1ncc(Cl)c1C(=O)NC1C2CC3CC(C2)CC1C3 (stereo unspecified) | 1 | i | -2% | 1% | 0% | 7% | -1% | 0.2% | -9%
COc1ccc(-c2[nH]ncc2/C=N\NC(=O)c2ccc(C(C)(C)C)cc2)cc1OC | 0 | i | 10% | 14% | ? | 14% | 3% | 6.2% | 60%[activator]
CCCNC(=O)Cn1c(=O)oc2cc(S(=O)(=O)N3CC(C)CC(C)C3)ccc21 (stereo unspecified) | -6 | i | 1% | -33% | -9% | 16% | -27% | 0.1% | /
CC(=O)c1ccccc1OCCCOc1cccc2cccnc12 | 15 | i | 0% | ? | -7% | 3% | -72% | 4.4% | /
COc1ccccc1-c1c(C(F)(F)F)oc2cc(OC(=O)c3ccc([N+](=O)[O-])cc3)ccc2c1=O | 21 | i | -1% | ? | -20% | -2% | -6% | 0.3% | -9%
Cc1cccc(C(=O)Nc2sc(C(=O)N3CCCC3)c(C)c2C#N)c1 | -17 | i | -3% | 10% | -29% | 0% | 3% | 0.3% | -5%
CC(C)C(=O)Nc1ccc2c(c1)nc(CCN1CCN(c3ccccc3)CC1)n2C | 0 | i | -2% | -20% | -15% | 0% | 10% | 0.7% | /

A few values from the results shown.
`CCc1cccc(NS(=O)(=O)c2ccc(-n3cccn3)cc2)c1` @ MCF10A rereplic: 9%
`CC(C)C(=O)Nc1ccc2c(c1)nc(CCN1CCN(c3ccccc3)CC1)n2C` @ TGFb SMAD3 inh: -20%

(list continues)
SMILES | IL-1B inflam inh | S2 tox | A549 viability | TGFb SMAD3 inh | Nrf2 block | MCF10A rereplic | HepG2 tox | Nrf2 activator | ATXN2 expr inh
CC(=O)Nc1ccc(NC(=O)c2oc3cc(C)c(C)cc3c2C)cc1 | -50* | i | -2% | 2% | ? | ? | 3% | -0.5% | -9%
Cc1c(NC(=O)c2cnn3cccnc23)c(=O)n(-c2ccccc2)n1C | -8 | i | ? | -2% | ? | -3% | -3% | 3.2% | -8%
C[C@@H]1CN([C@H](C)CO)C(=O)CCCn2cc(nn2)CO[C@H]1CN(C)C(=O)Nc1ccc(C(F)(F)F)cc1 | 1 | i | / | 8% | / | / | -7% | 0.0% | 3%
CCN(CC)C(=O)CSc1nc2ncccc2[nH]1 | 35 | i | 12% | 7% | 6% | 3% | -6% | -0.1% | -5%
CCCCCCc1ccc(N2C[C@H](Cc3ccccc3)[C@@H](CC(=O)Nc3ccccc3)C2=O)cc1 | -22 | i | 4% | -1%&2% | 1% | -37%[inhibitor] | -23%&5% | 2.8% | 6%
O=C(c1ccccc1)N1CCC(c2nc3ccccc3o2)CC1 | / | / | 0% | 0% | -14% | / | 4% | 0.2% | /
CN1C(=O)c2ccccc2Sc2ccc(NC(=O)NCc3cccc(Cl)c3)cc21 | / | / | 1% | 10µM* | ? | / | -57% | 0.0% | /
Cc1ccc(C)c(NC(=O)CN(C)C(=O)c2ccccc2Cc2ccccc2)c1 | -14 | i | -3% | ? | -2% | 7% | -10% | 0.2% | -4%
CCOC(=O)C1CCCN(C(=O)Cc2c(C(=O)O)[nH]c3ccccc23)C1 (stereo unspecified) | 6 | i | -4% | 3% | -6% | 4% | -1% | -0.7% | 2%
Cc1nc2ccccc2c(=O)n1NC(=O)COc1ccccc1 | 21 | i | -1% | -23% | ? | ? | 0% | 0.0% | -4%
COc1ccc(CCNS(=O)(=O)c2ccc(OC)cc2)cc1 | -7 | i | 3% | -9% | -7% | 20% | -2% | -0.3% | 1%
Cc1ccc(C2=NN(CC(=O)NC(C)c3ccccc3)C(=O)CC2)cc1 (stereo unspecified) | / | i | 12% | -2% | / | / | -13% | -0.5% | -5%
CCCCC(=O)Nc1nc(C)c(-c2csc(Nc3ccccc3OC)n2)s1 | -19 | i | -1% | -4% | 6% | ? | -1% | 3.3% | -6%
CS(=O)(=O)N1CCCC(C(=O)NCc2ccc(F)cc2Cl)C1 (stereo unspecified) | -11 | i | 4% | 21% | ? | 4% | 3% | -0.3% | 8%
Cc1cccc(NC(=O)CSc2nc3c(oc4ccccc43)c(=O)n2-c2ccccc2)c1C | / | ? | -9% | -3% | -21% | / | -35% | 0.1% | -13%
Cc1ccc(NC(=O)Nc2ccc3c(c2)N(C)C(=O)CS3)cc1C | ? | ? | -11% | ? | ? | -2% | -29% | -0.5% | ?
O=C(O)C1C2C=CC(C2)C1C(=O)NC(c1ccccc1)c1ccccc1 (stereo unspecified) | 17 | i | 12% | 6% | -11% | 23% | 2% | 5.3% | 16%
C[C@@H]1CC=C[C@@H]2[C@H]1C(=O)N(Cc1ccccc1)[C@H]2c1cccc(C#Cc2ccccc2)c1 | 33 | i | 3% | ? | ? | ? | -15% | 5.7% | 2%
CC(C)C[C@H]1CNC(=S)N1C[C@H]1CCCN1C[C@H](Cc1ccc(O)cc1)N1C[C@H](CC(C)C)N(CCc2ccccc2)C1=S | -63* | ? | / | ? | / | / | -4% | 5.0% | ?
Cc1cc(NC(=O)C(C)(C)Oc2ccc(Cl)cc2)cc(-c2nc3ncccc3o2)c1O | / | i | 2% | -5% | ? | / | -6% | -0.3% | 4%
CCC(c1nnc(SCC(=O)Nc2ccc(NC(C)=O)cc2)n1Cc1ccccc1)N(C)C (stereo unspecified) | i | i | -3% | -2% | 6% | 1% | -14% | -0.2% | -5%
Cc1ccc(S(=O)(=O)N2CCOCC2)cc1C(=O)N1CCN(Cc2ccccc2)CC1 | -13 | ? | 10% | 2% | 5% | -1% | 3% | -0.4% | 0%
Cc1ccccc1NC(=S)Nc1ccccc1 | 17 | ? | 0% | 18% | 2% | 0% | 9% | -0.2% | 3%
O=C(CN1CCN(S(=O)(=O)c2ccc(Br)cc2)CC1)N/N=C/c1ccco1 | 16 | i | -1% | -10% | 1% | 11% | 4% | -0.4% | -9%
C=CCc1c(OC)ccc2c1c(S(=O)(=O)c1ccc(C)cc1)cn2COC | 0 | i | 2% | 14% | -2% | 3% | 2% | 0.2% | -19%
CC(CN1CCCC1)OC(=O)c1ccc(F)cc1 (stereo unspecified) | -12 | i | 1% | -4% | ? | -1% | 25% | -0.2% | -2%

Whole records, quoted from the list.
Profile of `COc1cccc(Nc2ccc3cc(S(=O)(=O)N4CCC(C)CC4)ccc3n2)c1` → IL-1B inflam inh: /; S2 tox: ?; A549 viability: -14%; TGFb SMAD3 inh: ?; Nrf2 block: ?; MCF10A rereplic: /; HepG2 tox: -30%; Nrf2 activator: -0.4%; ATXN2 expr inh: -31%
Profile of `CCn1c(S(=O)(=O)O)nc2ccccc21` → IL-1B inflam inh: 5; S2 tox: i; A549 viability: 0%; TGFb SMAD3 inh: 5%; Nrf2 block: 2%; MCF10A rereplic: 0%; HepG2 tox: 1%; Nrf2 activator: 0.4%; ATXN2 expr inh: 5%

Bioassay records deposited in PubChem BioAssay by National Center for Advancing Translational Sciences (NCATS).
